Screening data deposited in PubChem BioAssay by Broad Institute.
PGC1a acetyl inh: PGC1a acetylation modulation, inhibitor mode; AID 651687; U2OS PGC1a acetylation, AlphaScreen anti-acetyl-lysine; with virally co-expressed GCN5 acetyltransferase; inhibition, % at 15.6 µM; hit rate 0.17% among 350,000;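 active = every replicate shows inhibition of at least 40%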;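 note: 0% = neutral control wells and 100% = positive control wells; some results beyond the cut were filed as inactive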
SIRT5 block: inhibitors of human sirtuin-5 desuccinylase | Purified SirT5, succinyl-peptide AMC, trypsin-coupled fluorescence | inhibition, % at 15 µM | Q9NXA8 | hit rate 1.1% among 330,000; in the data active = inhibition above about 15%
LGR2 inh: inhibitors of bursicon-induced Drosophila LGR2 receptor cAMP signaling. hit rate 0.35% among 380,000. inhibition, % at 9.99 µM. AID 720647. HEK293 LGR2, CRE-luciferase, bursicon-stimulated, 4 h;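 active = drop in luminescence signal, shown as inhibition above about 50% in the replicate tests, limit read from the data, passing the limit was not always enough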;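 note: agonist challenge used bursicon conditioned medium at about half maximal strength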
Cneo AK release: causes C. neoformans cell lysis; adenylate kinase release luminescence, 4 h; normalised: neutral wells 0, clomiphene wells 100; AID 651654; lysis activity, % at 15 µM; hit rate 0.2% among 360,000;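 active = mean lysis activity across replicates of at least 80%, whatever share of replicates individually reach that level; inactive = mean lysis activity below 80%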
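Material – log-phase Cryptococcus neoformans yeast cells · Input – 5 × 10^6 yeast cells/mL · Medium – fresh YPD growth medium · Doses – single compound concentration per well · Timing – static 4 h at 37 °C with compound, 1 h detection · Detection – adenylate kinase release luminescence · Read-out – signal increase indicating cell lysis · Control set – Clomiphene as positive lysis control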
ERAP1 HTS inh: inhibitors of human ERAP1 aminopeptidase | inhibition, % at 10.7 µM | hit rate 0.15% among 340,000 | recombinant ERAP1, Leu-AMC fluorescence, 60 min | Q9NZ08;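 active = mean replicate inhibition of at least 30%, or all replicates individually reaching that 30% level; inactive = mean below 30% and not every replicate reaching it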;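 note: 0% = neutral control wells and 100% = L-leucinethiol positive control wells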
Target sequence (Q9NZ08 whole entry, looked up): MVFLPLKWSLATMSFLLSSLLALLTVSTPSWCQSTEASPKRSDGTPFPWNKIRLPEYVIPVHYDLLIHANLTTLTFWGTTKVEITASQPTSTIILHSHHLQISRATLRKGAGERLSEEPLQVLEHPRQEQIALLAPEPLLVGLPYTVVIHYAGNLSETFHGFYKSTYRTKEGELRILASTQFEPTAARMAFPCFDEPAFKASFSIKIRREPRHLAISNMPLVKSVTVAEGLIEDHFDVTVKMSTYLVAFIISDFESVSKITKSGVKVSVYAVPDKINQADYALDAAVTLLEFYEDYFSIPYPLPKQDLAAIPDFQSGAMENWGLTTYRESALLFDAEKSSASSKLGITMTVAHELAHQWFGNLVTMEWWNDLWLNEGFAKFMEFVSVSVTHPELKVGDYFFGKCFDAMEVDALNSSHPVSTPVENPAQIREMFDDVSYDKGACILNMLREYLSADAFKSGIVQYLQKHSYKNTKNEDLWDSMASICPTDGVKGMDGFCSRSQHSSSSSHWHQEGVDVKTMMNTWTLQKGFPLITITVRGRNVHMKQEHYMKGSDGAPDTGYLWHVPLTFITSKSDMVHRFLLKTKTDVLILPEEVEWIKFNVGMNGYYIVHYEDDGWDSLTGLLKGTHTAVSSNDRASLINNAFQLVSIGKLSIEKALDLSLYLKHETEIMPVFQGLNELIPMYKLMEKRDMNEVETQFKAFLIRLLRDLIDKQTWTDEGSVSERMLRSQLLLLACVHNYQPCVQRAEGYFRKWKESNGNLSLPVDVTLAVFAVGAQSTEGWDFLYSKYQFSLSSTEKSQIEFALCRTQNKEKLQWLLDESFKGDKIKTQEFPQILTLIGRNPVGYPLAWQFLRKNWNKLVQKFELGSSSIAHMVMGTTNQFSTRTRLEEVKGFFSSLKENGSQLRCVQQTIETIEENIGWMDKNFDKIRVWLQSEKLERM
Statin myotox sup: protects C2C12 myotubes from simvastatin toxicity; ATP luminescence, 48 h; scaled: DMSO 0, geranylgeraniol control 100; rescue of ATP level, % at 7.49 µM; hit rate 0.78% among 330,000;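 active = mean ATP rescue above about 67%, or every replicate alone reaching that limit, limit read from the data, passing the limit was not always enough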;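 note: myotubes were challenged with 10 µM simvastatin during compound exposure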
Xi reactivation: reactivates the inactive X chromosome in mouse fibroblasts; hit rate 0.055% among 360,000; XiGFP mouse fibroblasts, % GFP-positive cells imaging, 3 d; cells co-treated with 5-aza-dC sensitizer; scaled so ellipticine positive control = 100%; activation, % at 7.58 µM;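 active = mean normalized replicate activation at least 10% and every replicate at or above 10%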;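 note: 0% = median of on-plate neutral control wells and 100% = ellipticine 6 µM median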
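Schedule: 3 d treatment, 15 min room-temperature fixation; system: 68-5-11 XiGFP fibroblast line; buffer or medium: DMEM plus 5-aza-dC sensitizer; control set: ellipticine 6 µM positive control; compound: one concentration, pinned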
S100A4 inh HTS: blocks human S100A4 binding to myosin IIA peptide | P26447 | hit rate 0.14% among 360,000 | S100A4/TAMRA-MyoIIA peptide fluorescence polarization | inhibition, % at 10.7 µM;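 active = mean inhibition of at least 70% across replicates, with every replicate also reaching that level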
Target sequence (P26447 whole entry, looked up): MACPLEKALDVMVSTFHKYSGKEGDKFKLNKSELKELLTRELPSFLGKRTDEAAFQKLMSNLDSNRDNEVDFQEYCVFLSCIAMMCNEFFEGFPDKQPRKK
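Assay system: human S100A4 monomer with TAMRA-labelled myosin IIA peptide / Buffer or medium: Calcium-containing HEPES buffer, pH 7.2 / Reagent: TAMRA-labelled myosin IIA heavy-chain peptide probe, 5 nM / Compound: one dose per compound / Timing: polarization read 5 min after assay mix addition, stable 5–60 min / Benchmarks: neutral control DMSO, positive control TFP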
Active calls of the source: *; . = not tested or not shown; & = joins results of further samples. The list is partial, so the mix of outcomes need not match the whole.

Start of the data: the first two records as a preview:
The line under a structure holds: PGC1a acetyl inh, SIRT5 block, LGR2 inh, Cneo AK release, ERAP1 HTS inh, Statin myotox sup, Xi reactivation, S100A4 inh HTS
> O=C(N[C@H]1CC[C@@H](CC(=O)N2CCCCC2)O[C@@H]1CO)c1ccc2c(c1)OCO2
  -2, 5, -6, -13, -2, 1, 0.2, -8
> COc1ccc(-c2ccccc2[C@H]2[C@@H](C#N)N(C(=O)C3CC3)[C@H]2CO)cc1
  5, 3, 14, ., 2, ., 0.1, 7

The whole of this part, repeating the preview:
The line under a structure holds: PGC1a acetyl inh, SIRT5 block, LGR2 inh, Cneo AK release, ERAP1 HTS inh, Statin myotox sup, Xi reactivation, S100A4 inh HTS
> O=C(N[C@H]1CC[C@@H](CC(=O)N2CCCCC2)O[C@@H]1CO)c1ccc2c(c1)OCO2
  -2, 5, -6, -13, -2, 1, 0.2, -8
> COc1ccc(-c2ccccc2[C@H]2[C@@H](C#N)N(C(=O)C3CC3)[C@H]2CO)cc1
  5, 3, 14, ., 2, ., 0.1, 7
> CC1(C)Cc2c(sc(NC(=O)c3ccc(C(=O)c4ccccc4)cc3)c2C(N)=O)C(C)(C)N1
  -16, -2, -3, 0, 0, ., 0.0, -2
> O=C(N/N=C/c1ccncc1)c1sc2ccccc2c1Cl
  -13, -5, -4, 13, 3, -21, 0.2, -1
> NS(=O)(=O)c1ccc(CNC(=O)Cc2c(F)cccc2Cl)cc1
  4, -2, 28, 1, 0, 6, 0.1, 0
> CCOC(=O)N1CCN(Cc2nc3cc(NC(=O)CC)ccc3n2CC)CC1
  ., 0, 1, 0, 0, 6, -0.1, -7
> O=C(COc1ccc(Cl)cc1)OCC(=O)N1CCOCC1
  ., 0, 12, 0, 1, 6, 0.0, -27
> O=C(O)c1cccc(NC(CNS(=O)(=O)c2ccc(Cl)cc2)c2ccccc2)c1 (stereo not drawn)
  -11, 1, -19, ., -16, ., 0.1, -2
> COc1ccc(OC)c(NC(=O)c2ccc(CSc3ncccn3)cc2)c1
  -2, 2, -12, ., 2, -12, 0.2, -5
> Cc1cc(C(=O)OCC(=O)NCc2ccc(F)cc2)c2ccccc2n1
  3, 0, 14, 1, 0, 8, 0.0, -2
> CC(NC(=O)C1CCN(C(=O)c2ccc(F)cc2)CC1)c1ccc(S(N)(=O)=O)cc1 (stereo not drawn)
  12, -2, 6, 4, -1, 0, 0.1, -2
> C[C@H]1CN([C@@H](C)CO)C(=O)Cc2cc(NS(=O)(=O)c3cccs3)ccc2O[C@@H]1CN(C)Cc1ccncc1
  0, ., 4, 1, ., -24, 0.0, .
> C[C@@H]1CN([C@@H](C)CO)S(=O)(=O)c2ccc(Br)cc2O[C@H]1CN(C)Cc1cccnc1
  -9, 3, -7, 12, 2, -21, 0.1, 15
> CC(=O)N(C)C[C@@H]1Oc2ncc(-c3ccc(F)cc3)cc2C(=O)N([C@@H](C)CO)C[C@@H]1C
  3, -6, 3, 2, 1, -8, 0.0, -5
> CC(O)(c1cccnc1)c1nc(-c2cccc3cccnc23)cs1 (stereo not drawn)
  -10, 4, 14, 6, 3, -6, 0.1, -2
> C[C@@H]1CN([C@H](C)CO)C(=O)c2cccc(NS(=O)(=O)c3ccc(Cl)cc3)c2O[C@H]1CN(C)Cc1ccc(C(=O)Nc2ccccc2N)cc1
  0, -2, -13, ., 3, ., -1.2, -15
> CN(C)S(=O)(=O)c1ccc(Cl)c(NC(=O)COC(=O)CNS(=O)(=O)c2c(F)cccc2F)c1
  5, 2, -6, -2, 2, -3, 0.3, -1
> CO[C@H]1CN(C)C(=O)c2cc(NC(=O)c3ccc(F)cc3)ccc2OC[C@H](C)N(C(C)=O)C[C@@H]1C
  -1, 3, 9, -1, -2, 5, -0.4, -11
> COCC(=O)N(C)C[C@H]1Oc2cc(-c3cccnc3)ccc2S(=O)(=O)N([C@@H](C)CO)C[C@H]1C
  0, -6, 4, 4, -1, 0, -1.2, -5
> C[C@@H]1CN([C@@H](C)CO)C(=O)c2cccc(NC(=O)Nc3ccccc3)c2O[C@@H]1CN(C)C(=O)Nc1cccc2ccccc12
  -2, 3, 35, ., ., 42, -1.1, .
> CCOC(=O)C1(C)/C(=N/Nc2ccc(S(N)(=O)=O)cc2)C(=O)C(=O)N1c1ccccc1 (stereo not drawn)
  5, 1, -22, -1, 11, 1, 0.2, -3
> Cc1ccc(S(=O)(=O)NN)c(C)c1N1CCCC1=O
  -14, -6, 3, 2, 0, ., 0.6, -1
> CN1CCN(NC(=O)c2ccc(S(=O)(=O)N3CCCCCC3)cc2)CC1
  5, -4, 1, 0, -3, 5, 0.0, -5
> O=C(NCC1CC1)[C@@H]1[C@@H](CO)[C@@H]2Cn3c(ccc(-c4ccccc4F)c3=O)[C@H]1N2Cc1ccncc1
  ., -9, -9, -3, -1, -11, 0.5, 6
> Cc1cc(NC(=O)CSc2nc(-c3cccs3)cc(C(F)(F)F)n2)no1
  -3, ., 8, 0, ., 6, ., .
> C[C@H]1CN([C@@H](C)CO)C(=O)c2cc(NC(=O)Cn3cnnn3)ccc2O[C@H]1CN(C)C(=O)Nc1cccc2ccccc12
  -2, -6, 3, 3, -1, 61, 0.0, -25
> O=C(NCc1ccccc1Cl)C1CCCN(S(=O)(=O)c2cccc3nsnc23)C1 (stereo not drawn)
  11, -3, 25, -2, 10, -12, ., 6
> CCCc1nnc(SCC(=O)NC2CC2)n1CC
  ., -1, -8, -1, -1, 21, 0.0, 1
> CCc1nnc(NS(=O)(=O)c2ccc(NS(=O)(=O)c3ccccc3[N+](=O)[O-])cc2)s1
  6, 0, 5, 2, 0, 10, 0.2, -2
> O=C(Nc1ccccc1)c1cccc(N2C(=O)C3C4C=CC(C5CC45)C3C2=O)c1 (stereo not drawn)
  ., -2, 21, ., -2, ., 0.0, 10
> COc1ccc(C#Cc2ccc3c(c2)[C@@H]2[C@@H](CCN2S(=O)(=O)c2ccc(OC)cc2)[C@H](CO)N3C)cc1
  -18, 6, -8, -1, 1, -36, 0.2, 2
> C[C@@H]1CN([C@H](C)CO)C(=O)Cc2cc(NC(=O)CCC(F)(F)F)ccc2O[C@@H]1CN(C)C(=O)Nc1ccccc1
  5&-18, -9, -15&-5, 0&-1, 1&1, -2, -0.8&-0.1, 3&0
> O=C(NNC(=O)c1ccccc1F)c1ccc2[nH]c(=O)c(=O)[nH]c2c1
  -1, 0, -10, -3, 1, 1, 0.0, 1
> Cc1ccc2nc(N(CCCN(C)C)C(=O)c3cc(-c4cccs4)nc4ccccc34)sc2c1
  -4, -1, 2, 1, -2, ., 0.1, 3
> O=C([C@H]1[C@H](CO)[C@H]2Cn3c(ccc(-c4ccccc4)c3=O)[C@@H]1N2CCC(F)(F)F)N1CCOCC1
  -2, -30, -11, -2, ., -11, 0.0, 10
> COc1cc(OC)c(C2C(C#N)=C(C)NC(C)=C2C#N)c(C(=O)O)c1
  15, 3, -15, 3, -5, 5, -0.1, -1
> Cc1nn(CCCC(=O)Nc2cccnc2Cl)c(C)c1[N+](=O)[O-]
  0, 3, 14, 1, 2, -9, 0.3, 37
> CC1CCC(NC(=O)c2ccc3c(c2)OCO3)CC1 (stereo not drawn)
  ., -2, 12, -9, 2, -3, 0.0, 3
> COCCNC(=O)c1cn(C)c2ccccc2c1=O
  5, 1, 8, ., -5, ., 0.1, 7
> O=C(O)c1cnc(-c2ccccc2)nc1Oc1ccc(Cl)cc1
  ., -2, 0, ., 12, ., -0.1, 2
> CCS(=O)(=O)N1CCCCN2[C@H](CO)[C@@H](c3ccc(C#CC(C)(C)O)cc3)[C@H]2C1
  2, 4, 7, 0, 2, ., 0.0, -14
> CN(C(=O)CSc1nnc(-c2ccco2)n1N)C1CCCCC1
  0, -2, -26, ., -3, ., 0.4, -10
> Cc1ccccc1C(=O)NNC(=S)NC(=O)c1ccc(Cl)cc1Cl
  -2, 1, 6, ., 11, ., ., -1
> COc1ccc(-c2csc(NC(=O)CN3C(=O)NC4(CCCC4)C3=O)n2)cc1OC
  5, -4, 1, 0, 1, 9, 0.0, 6
> Cc1cnc(CN(C)Cc2c(C(=O)N3CCc4ccccc4C3)nc3ccc(Cl)cn23)[nH]1
  -4, -5, ., 6, 0, 8, 0.0, -2
> Cc1cccc(CCNC(=O)c2cccc3c2C(=O)N(C2CCCCC2)C3)c1
  -6, -4, 2, -1, -3, 6, 0.0, -4
> COc1ccc(C(=O)/C=C/Nc2ccc(S(N)(=O)=O)cc2)cc1OC
  10, -3, 1, 0, -10, -16, -0.1, -3
> O=C(Nc1ccccc1)N1C[C@H]2[C@@H](c3ccccc31)[C@@H](CO)N2C(=O)c1ccncc1
  2, 5, -3, -4, 2, -4, -0.1, 0
> CC(=O)Nc1ccc(NC(=O)C(C)OC(=O)c2c(C)nn(-c3ccccc3)c2Cl)cc1 (stereo not drawn)
  13, -1, -5, 1, 0, -4, -0.1, -6
> COc1ccc(CN(C)C[C@H]2OCCCC[C@@H](C)Oc3ccc(NC(=O)Nc4ccc(OC)cc4)cc3C(=O)N([C@@H](C)CO)C[C@H]2C)cc1
  -22, 4, -1, 2, -1, ., 0.5, 13
> CCN1C(=O)N[C@@H](c2ccco2)C(C(C)=O)=C1C
  ., 11, 13, -3, 0, 7, 0.0, -1
> O=C(c1ccncc1)N1CC(=O)N2[C@H](C1)[C@@H](c1ccc(-c3ccccc3F)cc1)[C@@H]2CO
  -1, -1, -3, ., 4, ., 0.4, 5
> C[C@@H]1CN([C@@H](C)CO)C(=O)Cc2cc(NC(=O)Nc3cccc4ccccc34)ccc2O[C@H]1CN(C)C(=O)Nc1ccc2c(c1)OCO2
  -7, 2, -2, -2, -4, 1, -0.2, 3
> O=C(NC(=S)Nc1cc(S(=O)(=O)N2CCOCC2)ccc1O)c1ccco1
  ., 1, 5, -2, 11, 1, 0.0, 0
> COC(=O)CSc1nnc(-c2ccc(OC)c(OC)c2)o1
  -16, 2, 11, ., 3, ., 0.4, 0
> Cc1ccc([C@H]2C[C@H](n3cc(COC(=O)c4ccccc4)nn3)[C@@H](O)CN2CC2CCCCC2)cc1
  0, -2, 3, 2, -1, 8, -0.1, -5
> COc1ccc(NC(=O)c2cc(-c3cccnc3)nc3ccc(C)cc23)cc1OC
  -4, ., -18, 0, ., -5, ., .
> CCOC(=O)c1ccc2nc(C)c(CC)c(Cl)c2c1
  16, -11, -76, -25, 0, 3, 0.0, -3
> Cc1coc2c1c(C)cc1oc(=O)c(CC(=O)N[C@@H](CC(C)C)C(=O)O)c(C)c12
  16, -10, 9, -2, 5, -14, -0.1, -1
> C[C@@H]1CN([C@@H](C)CO)C(=O)c2cc(NC(=O)CCCN(C)C)ccc2O[C@H]1CN(C)S(C)(=O)=O
  1, -3, 1, 17, 4, -20, 0.0, 12

Further records follow:
The line under a structure holds: PGC1a acetyl inh, SIRT5 block, LGR2 inh, Cneo AK release, ERAP1 HTS inh, Statin myotox sup, Xi reactivation, S100A4 inh HTS
> COc1ccc(-c2cc3c(c4c2ccn4C)C2CCC3O2)cc1OC (stereo not drawn)
  -6, -2, -3, 2, -1, 7, ., -2
> O=C(Nc1cccc(F)c1)N1C[C@H]2[C@@H](c3ccccc31)[C@@H](CO)N2C(=O)c1ccccc1F
  -10, -6, 0, -1, -6, 1, 0.3, -3
> CN(C)/C=C(\C(=O)c1ccccc1)c1nnnn1-c1ccccc1
  ., -1, 13, 2, -2, 2, -0.1, -2
> COc1ccc2nc(NC(=O)c3ccccc3F)sc2c1
  0, -2, 63*, -22, 11, -11, 0.2, 1
